Yeast superoxide: caloric restriction mimetics inhibiting age-related superoxide in yeast; superoxide response (% of plate mean), % at 10 µM; S. cerevisiae aged cells, superoxide DHE fluorescence; hits give low values; 0.18% of 330,000 active; AID 2690;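 active means superoxide response under a set limit, about three screen SD below normal, cut at about 65% in these data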;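 further: yeast aged for seven days with compound at 30 °C before DHE staining; 100% = average MFI of all compound-treated wells on the plate with controls excluded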
MEP2-GFP yeast: alters MEP2-GFP fluorescence in TOR pathway yeast screen; 0.51% of 330,000 active; GFP response vs DMSO, % at 10 µM; AID 2016; S. cerevisiae MEP2-GFP strain, flow cytometry GFP, 3 h; 100% = DMSO control level;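 active means GFP response versus DMSO above a set limit, roughly screen mean plus 3 SD, cut at about 180% in these data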;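 further: median GFP fluorescence of the barcode-gated MEP2-GFP cells per well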
Efflux pump inh: inhibitors of Candida antifungal efflux pumps expressed in yeast. AID 485275. 0.44% of 330,000 active. inhibition, % at 10 µM. S. cerevisiae Candida pump triplex, Nile Red efflux;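 active means plate passing quality check with inhibition over a set limit, or well fluorescence over plate mean plus 4 SD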;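 further: Nile Red retained in pooled yeast measured as flow cytometry median fluorescence; 0% = buffer negative control and 100% = Enniatin B positive control; higher means more Nile Red kept so more efflux inhibition; some compounds called inactive have numbers as strong as hits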
CIT2 TOR yeast: yeast TOR pathway CIT2-GFP modulation. GFP response vs DMSO, % at 10 µM. 0.065% of 320,000 active. S. cerevisiae CIT2-GFP strain, flow cytometry, 3 h; 100 means same as DMSO wells;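 active means GFP response relative to DMSO above a set limit, near the screen mean plus 3 SD, cut at about 150% in these data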;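 further: ratio of well median GFP fluorescence to mean of DMSO wells on the plate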
AHR act: activators of human aryl hydrocarbon receptor | AHR-responsive luciferase reporter cells, luminescence | activation, % at 5 µM | P35869 | 2.5% of 320,000 active | AID 2796; in the data active means activation above about 47%;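 further: 0% = vehicle wells and 100% = reference agonist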
Target sequence (P35869 whole entry, looked up): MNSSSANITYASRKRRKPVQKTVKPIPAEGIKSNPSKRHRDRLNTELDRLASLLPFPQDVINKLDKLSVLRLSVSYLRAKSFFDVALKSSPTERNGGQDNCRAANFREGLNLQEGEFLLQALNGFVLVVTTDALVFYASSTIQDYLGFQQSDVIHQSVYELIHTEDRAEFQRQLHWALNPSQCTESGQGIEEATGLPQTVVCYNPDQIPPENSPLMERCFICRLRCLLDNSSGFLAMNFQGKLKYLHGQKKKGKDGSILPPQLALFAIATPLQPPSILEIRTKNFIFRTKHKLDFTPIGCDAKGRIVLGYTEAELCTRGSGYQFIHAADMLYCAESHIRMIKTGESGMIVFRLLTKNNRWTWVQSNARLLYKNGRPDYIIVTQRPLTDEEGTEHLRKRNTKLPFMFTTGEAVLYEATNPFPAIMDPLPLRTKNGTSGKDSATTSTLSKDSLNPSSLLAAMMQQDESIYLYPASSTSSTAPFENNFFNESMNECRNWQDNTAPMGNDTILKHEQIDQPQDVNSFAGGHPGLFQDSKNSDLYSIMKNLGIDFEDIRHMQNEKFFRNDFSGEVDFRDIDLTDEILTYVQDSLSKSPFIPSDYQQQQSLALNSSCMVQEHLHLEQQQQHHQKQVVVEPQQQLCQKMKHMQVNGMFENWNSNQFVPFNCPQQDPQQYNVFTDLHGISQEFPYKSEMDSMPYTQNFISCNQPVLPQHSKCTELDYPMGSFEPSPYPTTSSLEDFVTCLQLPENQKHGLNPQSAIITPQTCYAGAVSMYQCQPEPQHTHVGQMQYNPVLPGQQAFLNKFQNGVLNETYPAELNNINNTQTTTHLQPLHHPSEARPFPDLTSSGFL
RPL19A TOR yeast: yeast TOR pathway RPL19A-GFP modulation; 0.3% of 330,000 active; S. cerevisiae RPL19A-GFP strain, flow cytometry, 3 h; hits give low values; percent response vs DMSO, % at 10 µM;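 active means percent response vs DMSO below 50%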;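 further: median channel GFP fluorescence of the barcoded RPL19A-GFP strain; ratio of sample median GFP to plate DMSO average so 100% = DMSO; lower means less RPL19A-GFP as with rapamycin TOR inhibition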
AGP1 TOR yeast: modulators of TOR pathway AGP1-GFP in S. cerevisiae. 0.02% of 320,000 active. GFP response vs DMSO, % at 10 µM. S. cerevisiae AGP1-GFP multiplex flow cytometry, 3 h; GFP as percent of DMSO wells. AID 2066;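 active means GFP response relative to DMSO above a set limit, near screen average plus 3 SD, cut at about 150% in these data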;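 further: median GFP channel fluorescence of the gated AGP1 strain per well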
LAP4 TOR yeast: alters LAP4-GFP fluorescence in TOR pathway yeast screen; 0.34% of 320,000 active; S. cerevisiae LAP4-GFP multiplex, flow cytometry GFP, 3 h; median GFP as percent of DMSO wells; GFP response vs DMSO, % at 10 µM;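 active means GFP response vs DMSO above a set limit, about the screen mean plus 3 SD, cut at about 150% in these data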
* hit, by the source's call; [ ] = dose if it differs, or a comment.

What do the screens show for `Cn1c(CN2CCN(C(=O)c3ccccc3)CC2)nc2cc([N+](=O)[O-])ccc21`?
Yeast superoxide: 86; MEP2-GFP yeast: 102; Efflux pump inh: -0.2; CIT2 TOR yeast: 101; AHR act: 5; RPL19A TOR yeast: 102; AGP1 TOR yeast: 102; LAP4 TOR yeast: 95

What do the screens show for `O=C(NCCN1CCN(C(=O)c2ccc(Br)cc2)CC1)c1ccc(Br)cc1`?
Yeast superoxide: 129; MEP2-GFP yeast: 116[may fluoresce green]; Efflux pump inh: 0.4; CIT2 TOR yeast: 145[may fluoresce green]; AHR act: 4; RPL19A TOR yeast: 99[may fluoresce green]; AGP1 TOR yeast: 117[may fluoresce green]; LAP4 TOR yeast: 104[may fluoresce green]

What do the screens show for `CN1CCN(CC(=O)N/N=C/c2ccc(F)c(F)c2)CC1`?
Yeast superoxide: 108; MEP2-GFP yeast: 94; Efflux pump inh: 0.4; CIT2 TOR yeast: 93; AHR act: 1; RPL19A TOR yeast: 98; AGP1 TOR yeast: 94; LAP4 TOR yeast: 83

What do the screens show for `CCOC(=O)CSc1nnnn1-c1cc(OC)ccc1OC`?
Yeast superoxide: 110; MEP2-GFP yeast: 103; Efflux pump inh: 0.2; CIT2 TOR yeast: 91; AHR act: 0; RPL19A TOR yeast: 96; AGP1 TOR yeast: 98; LAP4 TOR yeast: 98

What do the screens show for `COc1ccc2ccccc2c1C1CC(=O)N2CN(C)CSC2=C1C#N` (configuration not stated)?
Yeast superoxide: 111; MEP2-GFP yeast: 99; Efflux pump inh: 0.0; CIT2 TOR yeast: 90; AHR act: 3; RPL19A TOR yeast: 93; AGP1 TOR yeast: 94; LAP4 TOR yeast: 99

How did CCC(C)N(C(=O)CSc1nc2ccc(OC)cc2[nH]1)C1CCS(=O)(=O)C1 (configuration not stated) do in these assays?
Yeast superoxide: 102; MEP2-GFP yeast: 98; Efflux pump inh: 0.1; CIT2 TOR yeast: 85; AHR act: -1; RPL19A TOR yeast: 94; AGP1 TOR yeast: 109; LAP4 TOR yeast: 107

Results for OC1CCN(c2cc(-c3ccccc3)nc3cc(-c4ccc(F)cc4)nn23)CC1 ?
Yeast superoxide: 99; MEP2-GFP yeast: 94; Efflux pump inh: 0.0; CIT2 TOR yeast: 95; AHR act: 2; RPL19A TOR yeast: 100; AGP1 TOR yeast: 95; LAP4 TOR yeast: 105

What do the screens show for `CC(/C=N/NC(=O)c1sc(N)nc1C)=C\c1ccccc1`?
Yeast superoxide: 87; MEP2-GFP yeast: 102; Efflux pump inh: 0.0; CIT2 TOR yeast: 103; AHR act: -10; RPL19A TOR yeast: 102; AGP1 TOR yeast: 99; LAP4 TOR yeast: 85

Results for CC(C)(C)OC(=O)N1CCC(c2cc(=O)n3[nH]cc(C(=O)Nc4ccc(F)c(Cl)c4)c3n2)CC1 ?
Yeast superoxide: 91; MEP2-GFP yeast: 101; Efflux pump inh: 0.0; CIT2 TOR yeast: 94; AHR act: 1; RPL19A TOR yeast: 102; AGP1 TOR yeast: 102; LAP4 TOR yeast: 111

What do the screens show for `C/C=C\C=C\C(=O)N1CC2(CC(c3cccc(NC(=O)COc4ccc(Cl)cc4)c3)=NO2)C[C@H]1C(N)=O` (some centres not stated)?
Yeast superoxide: 106; MEP2-GFP yeast: 91; Efflux pump inh: 0.3; CIT2 TOR yeast: 96; AHR act: -3; RPL19A TOR yeast: 96; AGP1 TOR yeast: 90; LAP4 TOR yeast: 108

How did CCCCCN(C(=O)CCC(=O)OCc1ccccc1C(F)(F)F)c1c(N)n(CCCC)c(=O)[nH]c1=O do in these assays?
Yeast superoxide: 112; MEP2-GFP yeast: 94; Efflux pump inh: 0.3; CIT2 TOR yeast: 101; AHR act: 0; RPL19A TOR yeast: 97; AGP1 TOR yeast: 100; LAP4 TOR yeast: 92

Results for Cn1c(N)c(C(=O)c2ccccc2)c(=O)n(C)c1=O ?
Yeast superoxide: 82; MEP2-GFP yeast: 97; Efflux pump inh: -0.2; CIT2 TOR yeast: 107; AHR act: 4; RPL19A TOR yeast: 98; AGP1 TOR yeast: 97; LAP4 TOR yeast: 101

Results for Cc1ccc2c(COC(=O)c3ccc(C)c(C)c3)cc(=O)oc2c1 ?
Yeast superoxide: 104; MEP2-GFP yeast: 100; Efflux pump inh: -0.1; CIT2 TOR yeast: 101; AHR act: 0; RPL19A TOR yeast: 105; AGP1 TOR yeast: 99; LAP4 TOR yeast: 97

How did CC(C)c1ccc(NC(=O)C(c2ccccc2)N(Cc2ccco2)C(=O)CC2NC(=O)NC2=O)cc1 (configuration not stated) do in these assays?
Yeast superoxide: 99; MEP2-GFP yeast: 94; Efflux pump inh: 0.4; CIT2 TOR yeast: 100; AHR act: 1; RPL19A TOR yeast: 94; AGP1 TOR yeast: 99; LAP4 TOR yeast: 95

Results for CCN(C(=O)CSc1nnc2ccccn12)c1c(N)n(Cc2ccccc2)c(=O)[nH]c1=O ?
Yeast superoxide: 98; MEP2-GFP yeast: 106; Efflux pump inh: 5.8*; CIT2 TOR yeast: 98; AHR act: -1; RPL19A TOR yeast: 103; AGP1 TOR yeast: 108; LAP4 TOR yeast: 100

Results for CCOc1ccc(NC(=O)CCNC(=O)Cn2ccc3ccccc3c2=O)cc1 ?
Yeast superoxide: 105; MEP2-GFP yeast: 103; Efflux pump inh: -0.1; CIT2 TOR yeast: 96; AHR act: 4; RPL19A TOR yeast: 100; AGP1 TOR yeast: 109; LAP4 TOR yeast: 120

Results for COc1ccc(-c2n[nH]c(C)c2-c2ccc(Cl)cc2)c(O)c1 ?
Yeast superoxide: 108; MEP2-GFP yeast: 78; Efflux pump inh: -0.1; CIT2 TOR yeast: 74; AHR act: 14; RPL19A TOR yeast: 55; AGP1 TOR yeast: 49; LAP4 TOR yeast: 118

How did COc1cc(NC(=O)CN(C)CCOc2ccccc2)c(C)cc1[N+](=O)[O-] do in these assays?
Yeast superoxide: 92; MEP2-GFP yeast: 97; Efflux pump inh: -0.1; CIT2 TOR yeast: 98; AHR act: -4; RPL19A TOR yeast: 97; AGP1 TOR yeast: 94; LAP4 TOR yeast: 91

What do the screens show for `O=C(N/N=C/c1cn(-c2ccccc2)nc1-c1cc2ccccc2o1)c1cccnc1`?
Yeast superoxide: 107; MEP2-GFP yeast: 104; Efflux pump inh: 0.0; CIT2 TOR yeast: 98; AHR act: 51*; RPL19A TOR yeast: 95; AGP1 TOR yeast: 100; LAP4 TOR yeast: 104

What do the screens show for `COc1ccccc1NS(=O)(=O)c1ccc(O)c(C(=O)OCC(=O)c2ccc(Cl)cc2Cl)c1`?
Yeast superoxide: 107; MEP2-GFP yeast: 102; Efflux pump inh: 0.1; CIT2 TOR yeast: 101; AHR act: 2; RPL19A TOR yeast: 102; AGP1 TOR yeast: 111; LAP4 TOR yeast: 111

Results for O=C(COc1ccccc1Cl)NNC(=O)Cn1[nH]c(=O)c2ccccc2c1=O ?
Yeast superoxide: 94; MEP2-GFP yeast: 106; Efflux pump inh: 0.0; CIT2 TOR yeast: 100; AHR act: 3; RPL19A TOR yeast: 105; AGP1 TOR yeast: 103; LAP4 TOR yeast: 100

How did CCOc1ccc(S(=O)(=O)Nc2ccccc2C(=O)NCc2ccco2)cc1 do in these assays?
Yeast superoxide: 95; MEP2-GFP yeast: 102; Efflux pump inh: -0.1; CIT2 TOR yeast: 98; AHR act: -1; RPL19A TOR yeast: 95; AGP1 TOR yeast: 97; LAP4 TOR yeast: 102

Results for COc1ccc(-c2nc(-c3ccccc3)nc(N3CCN(C)CC3)c2C#N)cc1 ?
Yeast superoxide: 101; MEP2-GFP yeast: 108; Efflux pump inh: -0.1; AHR act: -5; RPL19A TOR yeast: 100; AGP1 TOR yeast: 98; LAP4 TOR yeast: 105

What do the screens show for `Cc1ccc(N=Nc2c(O)n(CN3CCOCC3)c3ccccc23)cc1`?
Yeast superoxide: 110; MEP2-GFP yeast: 111; Efflux pump inh: -0.1; CIT2 TOR yeast: 92; AHR act: 41; RPL19A TOR yeast: 100; AGP1 TOR yeast: 94; LAP4 TOR yeast: 104

What do the screens show for `C/C(=N\Nc1ccc([N+](=O)[O-])cc1[N+](=O)[O-])C(C)(C)C(C(=O)O)C(=O)O`?
Yeast superoxide: 119; MEP2-GFP yeast: 119; Efflux pump inh: 0.0; CIT2 TOR yeast: 102; AHR act: 12; RPL19A TOR yeast: 101; AGP1 TOR yeast: 101; LAP4 TOR yeast: 106

What do the screens show for `Cc1ccccc1COC(=O)CN1C(=O)NC2(CCCC2)C1=O`?
Yeast superoxide: 100; MEP2-GFP yeast: 99; Efflux pump inh: 0.0; CIT2 TOR yeast: 102; AHR act: -1; RPL19A TOR yeast: 99; AGP1 TOR yeast: 121; LAP4 TOR yeast: 107

How did Cc1cc(=O)[nH]c(SCc2ccc(Cl)cc2)n1 do in these assays?
Yeast superoxide: 106; MEP2-GFP yeast: 89; Efflux pump inh: 0.1; CIT2 TOR yeast: 88; AHR act: -2; RPL19A TOR yeast: 94; AGP1 TOR yeast: 97; LAP4 TOR yeast: 98

What do the screens show for `O=C(CCNC(=O)C1CCN(S(=O)(=O)c2ccccc2)CC1)NCc1cccc(C(F)(F)F)c1`?
Yeast superoxide: 119; MEP2-GFP yeast: 114; Efflux pump inh: -0.1; CIT2 TOR yeast: 107; AHR act: 1; RPL19A TOR yeast: 110; AGP1 TOR yeast: 125; LAP4 TOR yeast: 122

How did CCC1CCCCN1C(=O)Cn1c(C(=O)OC)cc2sc(Cl)cc21 (configuration not stated) do in these assays?
Yeast superoxide: 89; MEP2-GFP yeast: 91; Efflux pump inh: -0.1; CIT2 TOR yeast: 96; AHR act: 3; RPL19A TOR yeast: 93; AGP1 TOR yeast: 89; LAP4 TOR yeast: 89

Results for COc1ccc(-n2nnnc2SCC(=O)NC2CCCC2)cc1OC ?
Yeast superoxide: 103; MEP2-GFP yeast: 105; Efflux pump inh: -0.6; CIT2 TOR yeast: 94; AHR act: 0; RPL19A TOR yeast: 94; AGP1 TOR yeast: 20; LAP4 TOR yeast: 90

2 records drawn at random from the list so far, as already listed:
What do the screens show for `CC(/C=N/NC(=O)c1sc(N)nc1C)=C\c1ccccc1`?
Yeast superoxide: 87; MEP2-GFP yeast: 102; Efflux pump inh: 0.0; CIT2 TOR yeast: 103; AHR act: -10; RPL19A TOR yeast: 102; AGP1 TOR yeast: 99; LAP4 TOR yeast: 85

What do the screens show for `O=C(NCCN1CCN(C(=O)c2ccc(Br)cc2)CC1)c1ccc(Br)cc1`?
Yeast superoxide: 129; MEP2-GFP yeast: 116[may fluoresce green]; Efflux pump inh: 0.4; CIT2 TOR yeast: 145[may fluoresce green]; AHR act: 4; RPL19A TOR yeast: 99[may fluoresce green]; AGP1 TOR yeast: 117[may fluoresce green]; LAP4 TOR yeast: 104[may fluoresce green]

Next section
What do the screens show for `CN(C(=O)COC(=O)Cc1c[nH]c2ccccc12)c1c(N)n(Cc2ccccc2)c(=O)[nH]c1=O`?
Yeast superoxide: 91; MEP2-GFP yeast: 101; Efflux pump inh: -0.4; CIT2 TOR yeast: 98; AHR act: 18; RPL19A TOR yeast: 98; AGP1 TOR yeast: 103; LAP4 TOR yeast: 100

What do the screens show for `CC(C)OCCCNC(=O)c1ccc(C2SCC(=O)N2Cc2ccco2)cc1` (configuration not stated)?
Yeast superoxide: 100; MEP2-GFP yeast: 107; Efflux pump inh: 0.0; CIT2 TOR yeast: 114; AHR act: 4; RPL19A TOR yeast: 102; AGP1 TOR yeast: 104; LAP4 TOR yeast: 109

What do the screens show for `Cc1ccc(C)c(NC(=O)Nn2cnnc2)c1`?
Yeast superoxide: 111; MEP2-GFP yeast: 100; Efflux pump inh: -0.1; CIT2 TOR yeast: 97; AHR act: 5; RPL19A TOR yeast: 100; AGP1 TOR yeast: 94; LAP4 TOR yeast: 89

How did Cc1ccc2cccc(S(=O)(=O)Nc3c(C)n(C)n(-c4ccccc4)c3=O)c2n1 do in these assays?
Yeast superoxide: 105; MEP2-GFP yeast: 100; Efflux pump inh: -0.1; CIT2 TOR yeast: 113; AHR act: 0; RPL19A TOR yeast: 103; AGP1 TOR yeast: 105; LAP4 TOR yeast: 95

Assay outcomes from PubChem.
